APJ antagonist = APJ receptor antagonism; P35414; CHO-K1 APJ beta-arrestin complementation, luminescence; inhibition, % at 20 µM; 0.32% of 330,000 active; AID 2521;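 active = inhibition above about 40% at 20 µM, limit read from the data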;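 note: cells challenged with 10 nM apelin-13 agonist together with compound; plate controls were apelin-13 plus DMSO wells for no effect and DMSO wells lacking apelin-13 for full effect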
CXCR6 inh = blocks human CXCR6 beta-arrestin recruitment; CHO-K1 PathHunter CXCR6 beta-arrestin, luminescence; 0.36% of 360,000 active; inhibition, % at 20 µM; AID 602244; in the data active = inhibition above about 34%, passing the limit was not always enough;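 note: antagonist mode with CXCL16 agonist at 10 nM final; 0% = 10 nM CXCL16 with DMSO and 100% = unstimulated wells without agonist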
Target sequence (O00574 whole entry, looked up): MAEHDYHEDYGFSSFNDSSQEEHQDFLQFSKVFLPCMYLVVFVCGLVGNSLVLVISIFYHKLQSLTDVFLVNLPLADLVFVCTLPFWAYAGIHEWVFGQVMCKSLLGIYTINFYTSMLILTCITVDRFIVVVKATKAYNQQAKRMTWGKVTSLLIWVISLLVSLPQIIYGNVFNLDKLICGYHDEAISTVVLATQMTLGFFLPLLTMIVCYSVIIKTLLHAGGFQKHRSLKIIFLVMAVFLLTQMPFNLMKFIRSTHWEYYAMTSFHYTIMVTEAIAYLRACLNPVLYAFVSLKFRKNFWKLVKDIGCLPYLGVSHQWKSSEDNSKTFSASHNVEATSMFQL
CCR6 antagonist = antagonists of human CCR6 receptor | AID 493098 | CHO-K1 CCR6 PathHunter beta-arrestin, luminescence, CCL20-stimulated | 0.49% of 340,000 active | P51684 | inhibition, % at 20 µM;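 active = compounds whose inhibition of the agonist-driven luminescence signal at 20 µM reaches about 50%, limit read from the data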;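 note: cells stimulated with CCL20 at 14 nM final; plate controls were DMSO with CCL20 for no effect and DMSO without agonist for full effect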
Target sequence (P51684 whole entry, looked up): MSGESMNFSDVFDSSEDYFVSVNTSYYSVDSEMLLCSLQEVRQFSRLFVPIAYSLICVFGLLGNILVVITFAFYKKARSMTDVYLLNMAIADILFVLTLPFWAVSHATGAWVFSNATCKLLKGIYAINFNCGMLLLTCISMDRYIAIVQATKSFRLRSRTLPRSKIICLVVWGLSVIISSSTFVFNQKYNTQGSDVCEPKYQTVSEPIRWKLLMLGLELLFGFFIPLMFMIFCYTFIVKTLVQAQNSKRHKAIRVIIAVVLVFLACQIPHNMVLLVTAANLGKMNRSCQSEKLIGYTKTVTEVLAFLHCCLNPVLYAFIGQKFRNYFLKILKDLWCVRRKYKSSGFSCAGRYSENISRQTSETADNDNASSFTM
Gli-Sufu antag = antagonists of Gli-Sufu signaling; Sufu-KO-LIGHT fibroblasts, Gli luciferase reporter luminescence; inhibition, % at 5 µM; 0.74% of 340,000 active; AID 588413;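 active = inhibition above about 55%, limit read from the data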;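 note: 0% = DMSO-treated cells and 100% = wells with medium but no cells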
EBI2 antag = antagonists of human EBI2 receptor | P32249 | EBI2 beta-arrestin recruitment, luminescence, 7a,25-OHC stimulated | 0.81% of 360,000 active | inhibition, % at 5 µM; in the data active = inhibition above about 38%;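 note: enzyme fragment complementation signal reports receptor beta-arrestin coupling in cells; 0% = agonist plus DMSO wells and 100% = wells without agonist; some results beyond the cut were filed as inactive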
UBC13 polyUb = inhibitors of human UBC13 polyubiquitin chain formation; P61088; TR-FRET; inhibition, % at 20 µM; 0.47% of 330,000 active; AID 485273; in the data active = inhibition above about 45%, passing the limit was not always enough
Target sequence (P61088 whole entry, looked up): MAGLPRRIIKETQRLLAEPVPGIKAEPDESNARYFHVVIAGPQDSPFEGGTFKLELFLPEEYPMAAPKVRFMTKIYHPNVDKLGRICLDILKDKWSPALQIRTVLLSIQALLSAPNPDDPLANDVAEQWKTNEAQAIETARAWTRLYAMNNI
APJ ag = APJ receptor agonism; 0.11% of 330,000 active; CHO-K1 APJ PathHunter beta-arrestin, luminescence; 0% DMSO wells, 100% apelin; AID 2520; P35414; activation, % at 20 µM;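 active = activation more than six SD over the plate average, tested at 20 µM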;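 note: 0% = DMSO alone and 100% = apelin-13 at 10 nM; some results filed as inactive read as strong as hits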
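system = engineered CHO-K1 APJ arrestin reporter cells | input = 1000 cells per well | timing = overnight seeding, 90 min compound at 25 °C, 1 h detection | measured by = enzyme-fragment complementation luminescence | read-out = beta-arrestin recruitment to APJ as agonist activity, luminescent signal | control set = negative DMSO alone, positive Apelin-13 at 10 nM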
ATG4B inhibitor = inhibitors of human ATG4B cysteine protease | ATG4B cleavage of LC3-PLA2, NBD-HPC fluorescence, 1 h | inhibition, % at 8.33 µM | 0.51% of 340,000 active | Q9Y4P1 | AID 504462; in the data active = inhibition above about 40%
* = called active by the depositor; · = no result given.

SMILES	APJ antagonist	CXCR6 inh	CCR6 antagonist	Gli-Sufu antag	EBI2 antag	UBC13 polyUb	APJ ag	ATG4B inhibitor
CC(=O)Nc1ccc2sc(NC(=O)CN3CCOCC3)nc2c1	-12.9	5.8	-2.1	-7.6	-3.5	1.3	0.5	1.0
C1CCc2nc3c(nc2C1)CCCC3	-3.8	-1.4	-6.3	-6.2	2.6	0.8	-1.7	-0.4
CCOC(=O)C(=O)Nc1ccccc1C(=O)NCc1ccccc1	12.2	-0.8	2.9	-11.6	-6.7	4.8	-1.7	8.9
Cc1cc(C)n2nc(C(=O)OCC(=O)N(C)C3CCS(=O)(=O)C3)nc2n1 (centres undefined)	0.1	2.6	9.9	2.3	1.5	-18.1	-2.7	-25.0
Cc1ccc(NCCC(=O)c2cccc([N+](=O)[O-])c2)c(C)c1	-8.4	-5.1	3.8	-4.1	2.3	-7.4	-1.3	17.3
Cc1ccccc1CN1CCC(n2nccc2NC(=O)c2ccc3c(c2)OCO3)CC1	14.2	3.1	-0.1	19.4	11.3	-7.1	-1.1	-2.5
O=C(Nn1c(C2CC2)nc2ccccc2c1=O)c1ccco1	-7.6	0.2	-15.6	-4.6	-7.1	21.6	-2.8	7.4
COc1ccc(N2CCN(C(=O)c3cc([N+](=O)[O-])ccc3N3CCN(CCO)CC3)CC2)cc1	16.4	6.5	6.5	1.3	-0.7	-5.2	-2.8	-3.3
CC1CCCC(C)N1C(=O)COc1ccc(C(=O)N/N=C/c2ccc(C(=O)O)cc2)cc1 (centres undefined)	0.2	-5.7	-3.5	4.0	-7.4	2.5	-2.0	7.0
COc1ccc(C(=O)O/N=C(\N)Cc2cccs2)cc1OC	-81.6	-14.6	-11.1	-5.4	-5.2	-1.2	24.4	5.4
COc1ccc(/C=C(\NC(=O)c2ccc(C)cc2)C(=O)N2CCCCC2)cc1	8.9	4.4	3.5	-1.7	-1.5	0.1	-1.9	-4.4
COc1ccc(Cn2c(O)c(/C=N/NC(=O)c3cccnc3)c3ccccc3c2=O)cc1	·	2.7	0.7	-5.7	6.5	·	·	0.0
COc1cc2c(cc1OC)-c1cc(Nc3cccc(F)c3)nc(=O)n1CC2	-20.9	1.4	-2.9	9.8	3.1	-0.7	0.5	-9.8
CONc1nc2nonc2nc1NOC	16.4	-3.6	3.4	-2.0	-7.6	6.7	-1.3	3.9
COCCCNC(=O)C1CCC(CNS(=O)(=O)c2ccc3c(c2)N(C(C)=O)CCO3)CC1 (centres undefined)	11.0	-3.0	15.0	-14.6	11.3	-5.2	1.5	7.8
N#CC1=C2N=C(N)c3ccccc3N2C2=C(C(=O)CCC2)C1c1ccccc1F (centres undefined)	-33.9	-2.6	13.1	-4.3	-14.3	7.2	1.6	-9.2
CC(Oc1cc2oc(=O)c3c(c2cc1Cl)CCC3)C(=O)NCC1CCC(C(=O)O)CC1 (centres undefined)	20.3	-4.0	-10.7	-10.0	-18.7	-2.2	0.8	1.6
Cc1nn(-c2ccccc2)c(N2CCCC2)c1C=O	-11.1	0.3	-4.9	-5.5	-0.8	-2.6	-1.4	1.8
COc1ccc(N=C2NC(=O)/C(=C\C=C\c3ccco3)S2)cc1	-13.6	10.3	24.7	-3.3	11.2	-3.1	-3.7	8.0
O=C(NCCN1CCN(C(=O)C(c2ccccc2)c2ccccc2)CC1)C(=O)Nc1ccccc1	7.1	-4.0	11.2	3.0	8.7	2.5	-1.1	-13.4
O=C(COC(=O)c1ccccc1Sc1ccc(C(F)(F)F)cc1[N+](=O)[O-])NC(=O)NC1CCCC1	8.2	-4.6	12.6	-7.6	12.7	-8.9	-7.3	-5.2
Cc1ccc(Sc2c(C)nn(C(=O)c3cccc(S(=O)(=O)N4CCOCC4)c3)c2C)cc1	-6.7	0.5	-3.6	-1.7	7.5	32.8	-4.3	-3.0
Cc1sc(-n2c(C)cc(/C=N/n3cnnc3)c2C)c(C#N)c1C	-8.1	0.4	-6.0	7.6	4.6	1.0	-3.7	1.3
COC(=O)c1c(NC(=O)c2ccc(Br)s2)sc2c1CCC2	13.8	-2.6	6.3	9.4	13.1	9.9	-2.6	15.8
COc1cc(/C=N/NC(=O)c2cccnc2)ccc1OC(=O)c1ccco1	-8.7	-9.7	-2.6	-13.1	-3.4	-8.6	0.7	-5.0
C/C(=N\Nc1ccccn1)c1ccc(C(C)C)cc1	0.7	-12.0	4.4	13.0	12.1	5.2	-0.5	-2.9
Cc1nc(SC2CC(=O)N(c3cc(Cl)cc(Cl)c3)C2=O)nc2c1CCCC2 (centres undefined)	-2.6	-4.4	12.2	-2.5	-6.3	4.4	-3.5	-4.1
CC1=C(C(=O)Nc2ccccc2)C(c2cccc([N+](=O)[O-])c2)Nc2nc3ccccc3n21 (centres undefined)	18.2	18.9	2.1	3.3	11.1	-11.3	0.1	-7.1
CCC1(c2ccccc2)NC(=O)N(CC(=O)N2CCN(S(=O)(=O)c3ccccc3)CC2)C1=O (centres undefined)	-7.7	-3.5	-4.0	-4.7	3.0	3.7	-2.5	2.5
C=CCO/N=C(/CCC)C1=C(N)CC(C)(C)CC1=O	10.4	5.8	-3.5	-3.2	11.5	-6.0	-2.9	-3.4

In the list so far, three contain fluorine.
SMILES	APJ antagonist	CXCR6 inh	CCR6 antagonist	Gli-Sufu antag	EBI2 antag	UBC13 polyUb	APJ ag	ATG4B inhibitor
COc1cc2c(cc1OC)-c1cc(Nc3cccc(F)c3)nc(=O)n1CC2	-20.9	1.4	-2.9	9.8	3.1	-0.7	0.5	-9.8
N#CC1=C2N=C(N)c3ccccc3N2C2=C(C(=O)CCC2)C1c1ccccc1F (centres undefined)	-33.9	-2.6	13.1	-4.3	-14.3	7.2	1.6	-9.2
O=C(COC(=O)c1ccccc1Sc1ccc(C(F)(F)F)cc1[N+](=O)[O-])NC(=O)NC1CCCC1	8.2	-4.6	12.6	-7.6	12.7	-8.9	-7.3	-5.2

More records follow.
SMILES	APJ antagonist	CXCR6 inh	CCR6 antagonist	Gli-Sufu antag	EBI2 antag	UBC13 polyUb	APJ ag	ATG4B inhibitor
CCCn1c(SCC(=O)Nc2cc(S(=O)(=O)N3CCOCC3)ccc2Cl)n[nH]c1=O	5.3	-7.6	-2.2	32.7	-8.9	-5.8	-2.5	-0.9
CCOc1ccccc1N(CC(=O)N1CCC(C)CC1)S(=O)(=O)c1ccc(C)cc1	10.4	-4.7	28.9	20.1	-2.1	-2.0	1.0	2.3
O=C(NCc1ccco1)C1CC(c2cc(C(F)(F)F)cc(C(F)(F)F)c2)=NO1 (centres undefined)	-52.1	-1.0	3.8	9.2	-6.4	-7.1	-3.1	-6.2
COc1ccc(CNC[C@H]2O[C@@H](n3ccc(=O)[nH]c3=O)[C@H](O)[C@@H]2O)cc1OC	·	0.5	-11.4	-21.5	-6.7	·	·	3.0
O=C(NC1CCCCC1)C(=S)N1CCOCC1	17.2	1.2	10.4	-3.6	6.5	7.8	-2.7	-0.1
COc1ccc(NCN2C(=O)C3C4C=CC(C4)C3C2=O)cc1 (centres undefined)	0.3	-6.1	1.5	-0.6	-8.7	-4.5	0.0	0.6
COc1ccc(CNC(=S)NCc2ccc(OC(C)C)cc2)cc1	-10.4	3.6	5.0	-0.3	-0.5	-1.3	-3.7	-13.4
COc1ccc(CCCc2nnc(SCc3nc4ccccc4c(=O)[nH]3)n2C)c(C)c1	-0.1	9.8	4.7	-3.5	6.4	9.3	-2.7	-11.4
C[C@]12CC[C@@H]3c4ccc(O)cc4CC[C@H]3[C@@H]1CCC2=O	-4.0	-5.1	-3.6	-19.4	13.5	8.4	-0.9	-1.0
CCCN(CCC)S(=O)(=O)c1ccc(C(=O)Nc2nnc(COC)o2)cc1	3.1	1.4	-0.2	-6.6	2.4	-10.2	-1.7	-6.1
O=C(NNC(=O)C1CC1c1ccccc1)c1ccccc1F (centres undefined)	18.9	-2.3	-0.6	-8.2	1.1	7.3	-4.9	9.2
COc1ccc(Cl)cc1N1C(=O)C2CCCN2C1c1ccc(F)cc1 (centres undefined)	-5.6	1.5	17.3	-10.5	2.0	-1.0	-3.1	6.0
CCc1c(C)nc(SC(C(=O)O)c2ccccc2)c(C#N)c1C (centres undefined)	-3.9	2.1	4.0	-3.3	1.7	-20.9	0.9	-7.3
O=C(CN1CCN(c2ccccc2)CC1)Nc1ccccc1C(F)(F)F	25.3	-4.5	2.2	-2.7	-1.8	3.7	-3.5	4.3
Cc1ccc(NS(=O)(=O)c2ccc3c(c2)NC(=O)C(C)C(=O)N3)cc1C (centres undefined)	-1.5	6.2	6.2	-2.7	-9.9	8.0	-1.9	1.4
COc1ccccc1-c1nnc(NC(=O)C(C)C)s1	-0.1	-6.7	-21.7	4.6	-6.3	1.6	-5.6	-8.3
CN1/C(=C\C(=O)c2cncc(Br)c2)C(C)(C)c2ccccc21	-10.6	2.4	18.8	65.9*	-44.6	-3.5	1.4	37.9
COc1cc(O)c(C(=O)CC(=O)c2ccncc2)c(OC)c1	·	-6.1	-2.6	4.4	-4.8	·	·	4.1
CC(C)CC(=O)N1CCN(S(=O)(=O)c2ccc(F)cc2)CC1	11.8	0.8	5.5	11.5	-6.7	6.5	0.6	-4.0
O=C(C1=C[C@@H](c2coc3ccccc3c2=O)C[C@@H](OCc2ccc(CO)cc2)O1)N1CCN(Cc2ccc3c(c2)OCO3)CC1	-0.6	5.2	18.7	38.2	7.9	75.6*	-2.4	-1.8
Cc1ccc(NC(=O)c2ccc(CSc3nnc(-c4ccncc4)n3C)cc2)cc1	3.4	3.1	-3.8	10.8	0.4	-4.5	-4.5	-4.0
COc1ccc(OC)c(NC(=S)NCCC(c2ccccc2)c2ccccc2)c1	2.5	17.7	21.8	0.0	2.8	1.2	-15.0	-1.9
C=CCOC(=O)C1=C(C)NC(SC)=C(C#N)C1c1cccs1 (centres undefined)	10.9	1.4	0.0	-2.1	-11.3	10.3	-5.2	-4.1
CC(C)(C)c1ccc(-c2csc(NC(=O)CN3C(=O)NC4(CCCCC4)C3=O)n2)cc1	10.8	4.0	6.2	17.7	18.8	-3.4	-2.0	-6.8
CCOc1ccccc1CNS(=O)(=O)c1csc(C(N)=O)c1	6.6	0.0	-5.6	13.1	2.9	-2.8	-8.2	-7.9
COC(=O)c1ccc(OC)c(CSc2nnc(-c3ccc(C(C)(C)C)cc3)o2)c1	8.7	·	3.8	11.5	·	-0.8	-1.6	-5.1
COc1ccc(Cc2nc3ccc(C(=O)N(C)CCO)cc3o2)cc1	-14.4	-10.2	-14.3	23.9	0.7	-6.1	1.8	4.8
Cc1c(NC(=O)c2ccc(N3C(=O)C4C5C=CC(C5)C4C3=O)cc2)c(=O)n(-c2ccccc2)n1C (centres undefined)	8.8	0.2	-0.7	-3.2	7.1	-10.1	-21.6	-6.2
CCOC(=O)C1=C(C)N=C2SCCC(=O)N2[C@@H]1/C=C/c1ccccc1	6.5	7.8	22.8	11.6	9.8	-4.8	-1.1	0.0
Cn1c(=O)c2c(nc(NCc3ccccc3)n2CCCc2ccccc2)n(C)c1=O	13.2	-0.1	0.7	1.3	-2.4	6.8	-0.4	9.4
O=C1N=C(N2CCCCC2)S/C1=C/C1=Cc2ccccc2OC1	-8.7	1.7	7.5	-7.2	35.3	9.7	-1.7	-7.6
COc1cccc(CC(=O)Nc2nc3ccccc3[nH]2)c1	-9.9	-8.1	-7.5	-25.1	-16.2	-14.2	-1.9	4.8
CCN(CCS(=O)(=O)c1ccc(Cl)cc1)C(=O)Nc1ccc(Cl)cc1	-2.3	-7.6	7.5	-5.0	-2.3	-2.4	-1.6	-13.8
COc1ccccc1-c1nnc(C2CCN(S(=O)(=O)c3ccccc3[N+](=O)[O-])CC2)o1	3.1	-4.2	14.4	8.5	7.5	-5.6	0.2	-7.2
Nc1cc(=O)nc(SCC(=O)NCc2ccccc2)n1CCc1ccccc1	3.2	6.4	-2.2	-2.3	0.7	1.7	0.4	-4.6
O=c1oc2c3c4c(cc2c2c1CCC2)OCCN4CCC3	4.9	-9.9	3.9	54.1	5.6	-7.2	-1.0	-3.7

This is a random part of the collection (roughly 3% active in at least one column).
